High-throughput results from PubChem BioAssay.
RAD54 inh = RAD54 (human) branch migration inhibition. Q92698. RAD54 Holliday junction branch migration, FAM/BHQ fluorescence. inhibition, % at 10.4 µM. 360,000 tested, 0.14% active;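 active = mean normalized replicate activity at least 40 and at least half of replicates scoring 40 or more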;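 also: 0% = median of neutral control wells and 100% = median of positive control wells; inhibitors cause a drop in the FAM fluorescence signal; in these data hits start at about 50%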
Target sequence (Q92698 whole entry, looked up): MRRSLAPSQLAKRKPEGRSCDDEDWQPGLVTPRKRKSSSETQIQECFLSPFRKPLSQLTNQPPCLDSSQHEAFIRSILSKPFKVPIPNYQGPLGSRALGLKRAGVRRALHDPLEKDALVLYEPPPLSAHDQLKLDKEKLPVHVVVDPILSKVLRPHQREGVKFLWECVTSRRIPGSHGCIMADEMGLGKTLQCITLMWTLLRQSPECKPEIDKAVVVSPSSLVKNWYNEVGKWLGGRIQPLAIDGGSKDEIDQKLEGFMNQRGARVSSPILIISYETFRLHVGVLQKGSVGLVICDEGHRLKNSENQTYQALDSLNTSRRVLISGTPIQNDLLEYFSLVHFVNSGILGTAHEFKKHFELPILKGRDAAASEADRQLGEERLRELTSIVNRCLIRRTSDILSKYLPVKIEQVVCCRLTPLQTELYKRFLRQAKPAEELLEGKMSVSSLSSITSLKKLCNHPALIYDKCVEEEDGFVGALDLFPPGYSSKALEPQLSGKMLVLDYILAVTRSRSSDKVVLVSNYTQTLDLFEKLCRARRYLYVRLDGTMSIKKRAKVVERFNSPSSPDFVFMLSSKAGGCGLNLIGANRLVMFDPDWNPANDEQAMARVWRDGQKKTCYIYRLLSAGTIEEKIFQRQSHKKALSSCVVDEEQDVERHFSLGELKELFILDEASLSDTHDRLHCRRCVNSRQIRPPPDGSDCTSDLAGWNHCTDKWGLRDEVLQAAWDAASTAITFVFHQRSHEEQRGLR
* hit, by the source's call. The list is partial (hit frequency here may not be typical).

SMILES | RAD54 inh
CCOCC(=O)Nc1cccc(OC)c1 | -5
c1ccc(-n2cnc3cc(NCc4cccs4)ccc32)cc1 | -28
Cc1ccc(N/C(SCc2ccccc2C)=C(/C#N)C(=O)NCc2ccco2)cc1C | -9
Cc1ccc(N(CC(=O)Nc2c(C)n(C)n(-c3ccccc3)c2=O)S(C)(=O)=O)cc1C | 5
COc1cccc(-c2cc(C(=O)Nc3c(C)n(C)n(-c4ccccc4)c3=O)no2)c1 | -1
CCOC(=O)N1CCN(C(=O)CC(=O)Nc2ccc3nc4n(c(=O)c3c2)CCCCC4)CC1 | 6
O=C(CCN1C(=O)c2ccccc2C1=O)OCn1nnc2ccccc2c1=O | 1
CCCCOCCCNC(=O)c1cccs1 | -7
O=C(O)CSCC(=O)Nc1ccc(S(=O)(=O)N2CCCCC2)cc1 | -2
Cc1ccc[n+](C(C)C(=O)Nc2ccc(C)c([N+](=O)[O-])c2)c1 (configuration not stated) | 13
COc1ccc(CN(C(=O)c2ccc3c(c2)OCCO3)C(C(=O)NC2CCCCC2)c2ccc3ncccc3c2)cc1 (configuration not stated) | -10
CCOC(=O)CN(C(=O)CNC(=O)c1cccs1)C(C(=O)NC1CCCCC1)c1cccnc1 (configuration not stated) | -4
O=C1CC(C(=O)O)C2(CCCC2)O1 (configuration not stated) | -22
CCCn1c(SCC(=O)N2CCN(c3ccc(OC)cc3)CC2)nc2c1c(=O)n(C)c(=O)n2C | 6
Cc1ccccc1N(CC(=O)NC1CCCC1)C(=O)CS(=O)CC(=O)Nc1ccc2c(c1)OCO2 (configuration not stated) | 6
CC(=O)c1ccc(OC(=O)C2c3ccccc3Oc3ccccc32)cc1 | -2
COc1ccc2[nH]c(=O)c(CN(C)C(=O)c3ccncc3)cc2c1 | -8
CC(=O)Cc1nsc(NC(=O)c2cc(-c3ccc(Cl)c(Cl)c3)oc2C)n1 | -16
CN(C)/C=N/c1c(C#N)nnn1Cc1ccccc1 | -8
COc1ccc(-n2c(=O)[nH]cc(C(=O)Nc3ccc(NC(C)=O)cc3)c2=O)cc1 | -2
Cc1ccc(-n2c(-c3ccccc3)cc(=O)nc2C)cc1 | -5
O=C(COc1ccc(-n2cnnn2)cc1)NCCc1ccc(F)cc1 | 11
Cc1cccc2c1N(C(=O)c1ccco1)C(C)(C)c1ssc(=S)c1-2 | -6
COc1ccccc1NC(=O)c1csc(-n2nc(C)cc2C(F)(F)F)n1 | -2
CC(C)CNC(=O)CC1Nc2ccccc2NC1=O (configuration not stated) | -6
Remaining list, next part
SMILES | RAD54 inh
Cc1nnsc1C(=O)Nc1cccc(Cl)c1Cl | -1
COc1ccccc1CN1C(=O)CCC1(C)C(=O)NCc1cccnc1 (configuration not stated) | -2
O=C(CN(Cc1ccco1)C(=O)CNS(=O)(=O)c1ccc(F)cc1)NCCc1ccccc1 | 4
CC1(CC(=O)N/N=C/c2cc(Br)c(O)cc2O)OCCO1 | -2
CCN(CC)C(=O)c1cnn(-c2ccccc2)c1NC(=O)c1cccs1 | -4
COc1cc2[nH]c(=O)n(CCCCCC(=O)NCCCN3CCC(C)CC3)c(=O)c2cc1OC | 20
C=CCN(Cc1cc(OC)ccc1OC)S(=O)(=O)N(C)C | -2
COC(=O)c1cc(S(=O)(=O)n2nc(C)c(Br)c2C)c(Cl)cc1Cl | -7
N#Cc1cc2c(nc1SCc1ccccc1)CCCCC2 | 5
COCCNC(=O)Cc1cn(C)c2ccccc12 | 1
CC(=O)c1ccc(NCC(=O)N2CCN(c3ccccc3)CC2)cc1 | -6
Cc1c(NC(=O)c2ccc(=O)oc2)c(=O)n(-c2ccccc2)n1C | -12
O=C(CN1C(=O)CCS(=O)(=O)c2ccccc21)Nc1cccc(F)c1 | -2
CCOC(=O)C1CCCN(c2c(NCCCN(CC)c3ccccc3)c(=O)c2=O)C1 (configuration not stated) | 0
CS(=O)(=O)N1CCN(C(=O)c2cc(-c3ccccc3)nc3ccccc23)CC1 | 1
O=C(OCCCN1CCCCC1)c1ccc(O)cc1 | -2
CCOC(=O)C1CCCN(c2c(NCCCN(C)Cc3ccccc3)c(=O)c2=O)C1 (configuration not stated) | -1
COCCN1C(=O)C(O)=C(C(C)=O)C1c1ccc(F)cc1 (configuration not stated) | 2
Cc1nn(C)c(N)c1C(O)(c1nccn1C)C(F)(F)F (configuration not stated) | -8
O=C(NNC(=S)NC(=O)c1cccnc1)c1ccc(Cl)cc1 | 1
CCCC(C(=O)NC1CCCC1)N(CC1CCCO1)C(=O)c1snc(C(N)=O)c1N (configuration not stated) | -19
CCOc1ncccc1C(=O)OCC(=O)Nc1cc(C)ccc1C | -4
CCCc1nnc(NC(=O)C(CC)OC(=O)c2cc(C)nc3ccccc23)s1 (configuration not stated) | 1
CSCc1c(C(=O)Nc2ccc(N3CCOCC3)cc2)oc2ccccc12 | 10
COc1ccc(NC(=S)NCCc2ccc(Cl)cc2)c(OC)c1 | -4
Continuation.
SMILES | RAD54 inh
CCNC(=S)NS(=O)(=O)c1ccc(Cl)cc1 | 1
COCCCNC(=O)c1ccc(Cn2c(=O)c3ccccc3n(Cc3cc(C)ccc3C)c2=O)cc1 | -30
O=C(O)CCC1=C2c3ccccc3CCN2C(=O)CC1 | -15
COc1ccc(C(=S)N2CCCC2)cc1 | -4
Cc1ccc(C2=[N+]([O-])C(C)(C)CC2)cc1 | 1
CCOC(=O)C1=C(C)NC(=O)NC1c1ccoc1 (configuration not stated) | -9
COc1cccc(Nc2nc(CC(C)=O)ns2)c1 | 12
Cc1sc2ncnc(NCCCn3ccnc3)c2c1C | 3
Cc1ccc(CC(CC(=O)NCCc2ccc3c(c2)OCO3)C(=O)O)cc1 (configuration not stated) | -4
COc1ccc(NCc2nnc(SCC(=O)Nc3ccccc3OC)o2)cc1 | -3
CCCCOc1ccccc1C1C(C(=O)OC)=CN(CC)C=C1C(=O)OC | 4
O=c1[nH]c(SCc2ccc(Cl)cc2)nc2c1CCC2 | 1
O=C(NC(=S)NCc1ccccc1)C1CCCCC1 | -3
O=C(/C=C/c1ccc(Cl)cc1Cl)NCCN1CCOCC1 | 2
Cn1c(SCC(=O)NCC2CCCO2)nc2c([nH]c3ccccc32)c1=O (configuration not stated) | -3
CCCNC(=O)Nc1nccs1 | -6
CN1CCC(OC(=O)COc2ccccc2)CC1 | -14
Cc1cccc(N/C(N)=N/c2nc(C)cc(C)n2)c1 | -16
CCCCNC(=O)COC(=O)c1ccc(Cl)c(S(=O)(=O)N2CCCC2)c1 | -1
Cc1ccc(NC(=O)NC2CCN(CC(=O)Nc3nccs3)CC2)cc1 | -5
CC(C)(C)c1ccc(C(=O)CC(=O)c2cc(Cl)ccc2O)cc1 | -2
O=C(COc1cccc(F)c1)N1c2ccccc2Sc2ccccc21 | -13
COC(=O)C(CC(C)C)NC(=O)C(N)Cc1ccccc1 (configuration not stated) | 20
COc1ccc(CCNC(=O)C2CC(=O)N(C3CCCCCCC3)C2)cc1OC (configuration not stated) | 10
COC(=O)c1ccccc1NC(=S)NC(=O)COc1ccccc1Cl | -5

Overlap with the part before: 7 compounds; new compounds follow.
SMILES | RAD54 inh
CCCCNC(=O)COC(=O)c1ccc(Cl)c(S(=O)(=O)N2CCCC2)c1 | -1
Cc1ccc(NC(=O)NC2CCN(CC(=O)Nc3nccs3)CC2)cc1 | -5
CC(C)(C)c1ccc(C(=O)CC(=O)c2cc(Cl)ccc2O)cc1 | -2
O=C(COc1cccc(F)c1)N1c2ccccc2Sc2ccccc21 | -13
COC(=O)C(CC(C)C)NC(=O)C(N)Cc1ccccc1 (configuration not stated) | 20
COc1ccc(CCNC(=O)C2CC(=O)N(C3CCCCCCC3)C2)cc1OC (configuration not stated) | 10
COC(=O)c1ccccc1NC(=S)NC(=O)COc1ccccc1Cl | -5
O=C(CSc1nnc(-c2ccccc2)n1Cc1ccccc1)N1CCOCC1 | -2
O=C(Nc1ccccc1C(=O)NCc1cccnc1)c1ccco1 | 9
CC(=O)Nc1cc(S(=O)(=O)Nc2ccccc2)c(C)cc1C | 5
CC(=O)N(NC(=O)c1ccccc1Cl)C1CC(=O)N(c2ccc(C)cc2)C1=O (configuration not stated) | -5
CCCCc1ccc(NC(=O)N[C@H](C(=O)O)C(C)CC)cc1 (some centres not stated) | -6
Cc1cc(C(=O)NCC(c2ccco2)N(C)C)no1 (configuration not stated) | 0
COc1ccc(NC(=O)c2sc(=S)[nH]c2N)cc1 | 9
COc1ccc(OC)c(NC(=O)CN2C(=O)c3ccccc3S2(=O)=O)c1 | 1
CCCCn1c(C(C)O)nc2ccccc21 (configuration not stated) | 4
Cc1ccc(CN2C(=O)CCC2C(=O)NC2CCCC2)cc1 (configuration not stated) | 8
Cc1cc(C)nc(SCCS(=O)(=O)Cc2ccc(Cl)cc2)n1 | -2
COCCN1CCn2c(nc3cc(NC(=O)c4ccc(OC)cc4)ccc32)C1 | 14
Cc1ccc(CNC(=O)C2CCCN(S(=O)(=O)c3c(C)noc3C)C2)cc1 (configuration not stated) | -4
COC(=O)c1ccc(CN(C(C)=O)c2ccccc2)o1 | -3
CC(C(=O)NC(=O)NC1CCCCC1)N1CCN(c2ccccn2)CC1 (configuration not stated) | 0
CCOC(=O)c1c(C)[nH]c(O)c1C=Nc1ccccc1 | -16
O=C(Nc1cc(Cl)ccc1Oc1ccccc1)c1cnccn1 | -5
O=C(CSc1nnc(CCc2ccccc2)n1-c1ccc(Cl)cc1)NCc1ccccc1 | -9
COC(=O)C1=CN(CCCN2CCCC2=O)C=C(C(=O)OC)C1c1ccccc1C(F)(F)F | 5
COc1ccc(C(=O)Nc2ccc(N3CCOCC3)cc2)cc1OC | 2
CCN1CCN(C(=O)c2ccc(NS(=O)(=O)c3ccccc3)cc2)CC1 | 1
COc1cc(OC)cc(-c2nc(-c3ccc(Br)cc3)no2)c1 | -11
O=C(CCNS(=O)(=O)c1cccs1)Nc1nccs1 | 5
Cc1ccc(NC(=O)c2oc3ccccc3c2NC(=O)c2ccc3c(c2)OCO3)cc1 | -13
O=C(O)c1ccccc1C(=O)NNc1ccc(F)cc1 | -1
(more compounds)
SMILES | RAD54 inh
COc1cccc(N2CCN(C3C4CC5CC(C4)CC3C5)CC2)c1 (configuration not stated) | -4
COc1ccc(NC(C)=O)cc1NC(C)C(=O)Nc1ccccc1F (configuration not stated) | 1
COc1ccccc1N1CCN(C(=O)c2oc3cc(C)c(C)cc3c2C)CC1 | -7
Cc1c(C(=O)c2no[n+]([O-])c2C(=O)c2cnn(C)c2C)cnn1C | -11
Cc1ccc(OCC(=O)N/N=C/c2ccncc2)cc1 | 9
Nc1ccccc1SCc1cc([N+](=O)[O-])cc2c1OCOC2 | -9
CCN(CC)CCn1c(NCc2cccc(OC)c2OC)nc2ccccc21 | 6
Cc1c(Cl)cccc1-n1nnnc1-c1cccs1 | -2
Cc1ccc2c(c1)N(CC(=O)NCC1CCCO1)C(=O)C(C)O2 (configuration not stated) | 3
O=C(CCN1C(=O)c2ccccc2C1=O)Nc1sc2c(c1C(=O)NCc1ccco1)CCCC2 | 0
COC(=O)C1=C(C)N(c2cccc(C)c2)C(=O)/C1=C\c1cccs1 | 3
Cc1nn(Cc2ccc(Cl)c(Cl)c2)c(C)c1NC(=O)c1cn(-c2ccccc2)nc1-c1ccccc1 | 5
CCC(C)N1CCCC1C(=O)Nc1c(C)cc(C)cc1C (configuration not stated) | -6
Cc1cccc(-c2nc(CN3CCCC(C(=O)NC4CCCC4)C3)c(C)o2)c1 (configuration not stated) | 0
CC(NC(=O)Cc1cccs1)C(c1cccs1)N1CCOCC1 (configuration not stated) | 6
CS(=O)(=O)N(CC(=O)NC1CCCCC1)Cc1ccc(Cl)cc1 | -14
COC(=O)c1ccc(S(=O)(=O)NCc2cccc(OC)c2)n1C | 0
CCOc1ccc2[nH]c(=O)c(CN(CCOC)C(=O)N3CCOCC3)cc2c1 | 3
COc1ccc(S(=O)(=O)N2CCC(C(=O)N3CCc4ccccc4C3)CC2)cc1C | 10
Cc1ccc(-c2nc(CSCC(=O)NCCN3CCN(Cc4ccccc4)CC3)c(C)o2)cc1 | 3
CCOC(=O)C1=C(C)NC(=O)NC1c1cccnc1 (configuration not stated) | -6
Cc1ccc(C)c(NC(=O)C2(C)CC3c4ccccc4C2c2ccccc23)c1 (configuration not stated) | 2
COCCN(C(=O)Cc1cccs1)C(C(=O)NCc1ccc(OC)cc1)c1ccccc1 (configuration not stated) | 7
O=C(Cn1cnc2ccccc2c1=O)Nc1ccc2c(c1)OCCO2 | -2
CC1CCCCC1NC(=O)c1cc2c(s1)CS(=O)(=O)C2 (configuration not stated) | 9
Next records.
SMILES | RAD54 inh
Cc1cccc(NC(=O)CSc2nnc(CCCCCNC(=O)OC(C)(C)C)o2)c1C | -1
CC(C)=CCc1c(O)cc(O)c2c(=O)c(O[C@@H]3O[C@@H](C)[C@H](O)[C@@H](O)[C@H]3O)c(-c3ccc(O)cc3)oc12 | -1
CC1CCCC(NC(=O)COC(=O)c2ccc3ccccc3n2)C1C (configuration not stated) | 4
CCOC(=O)Cc1cc(=O)n2[nH]c(C)c(-c3ccccc3)c2n1 | -5
Cc1cc(=O)n2ncnc2n1COCCO | -7
CC(C)(C)NC(=O)C(OC(=O)Cn1nnc(-c2ccc(F)cc2)n1)c1ccncc1 (configuration not stated) | 7
N#CCCCSc1nnc(Cc2ccc3c(c2)OCO3)o1 | -9

Four consecutive records out of the list so far:
SMILES | RAD54 inh
CCOC(=O)Cc1cc(=O)n2[nH]c(C)c(-c3ccccc3)c2n1 | -5
Cc1cc(=O)n2ncnc2n1COCCO | -7
CC(C)(C)NC(=O)C(OC(=O)Cn1nnc(-c2ccc(F)cc2)n1)c1ccncc1 (configuration not stated) | 7
N#CCCCSc1nnc(Cc2ccc3c(c2)OCO3)o1 | -9
